Source: PubChem
PAD4 FP inh – blocks human protein arginine deiminase 4; Q9UM07; recombinant PAD4, RCA probe fluorescence polarization; inhibition, % at 6.36 µM; actives 0.41% (n = 330,000);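 active = percent inhibition above a cutoff equal to the mean of all tested compounds plus 3 SD, cut at about 15% in these data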;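 also: 0% = PAD4 with RCA probe and DMSO and 100% = probe without PAD4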
GSTO1 inh – GSTO1 inhibition, counter-screen for RBBP9 inhibitors | inhibition, % at 5.96 µM | P78417 | actives 1.1% (n = 300,000) | recombinant GSTO1, activity-based probe fluorescence polarization;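 active = inhibition above the campaign mean inhibition plus 3 SD, cut at about 35% in these data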;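 also: 0% = GSTO1-1 with DMSO and 100% = wells lacking GSTO1-1 enzyme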
Target sequence (P78417 whole entry, looked up): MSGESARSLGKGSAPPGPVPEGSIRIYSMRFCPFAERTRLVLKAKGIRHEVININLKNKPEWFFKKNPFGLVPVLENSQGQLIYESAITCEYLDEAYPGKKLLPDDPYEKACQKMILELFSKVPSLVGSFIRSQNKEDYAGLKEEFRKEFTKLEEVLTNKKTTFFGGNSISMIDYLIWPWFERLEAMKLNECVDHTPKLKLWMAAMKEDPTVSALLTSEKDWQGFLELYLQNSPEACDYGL
PME-1 inh – PME-1 (human) inhibition; actives 0.53% (n = 320,000); recombinant PME-1, FP-Rh probe fluorescence polarization; AID 2130; inhibition, % at 5.9 µM;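 active = inhibition above the campaign mean of all compounds plus 3 SD, cut at about 26% in these data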;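 also: competitive labeling of PME-1 active site by serine hydrolase directed probe; 0% = PME-1 with DMSO and 100% = wells lacking PME-1 enzyme; inhibitors block probe labeling so polarization falls and inhibition rises; many of its hits are not listed in these tables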
TPT1 inh – C. albicans TPT1 enzyme inhibition; recombinant caTPT1, FP RNA substrate dephosphorylation; inhibition, % at 5 µM; actives 0.81% (n = 300,000); AID 1962;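 active = inhibition above the mean of all tested compounds plus 3 SD, set per screening campaign, cut at about 24% in these data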;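 also: plate controls were DMSO alone for no effect and ferristatin control at 100 nM for full effect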
GLD-1 RNA inh – GLD-1-TGE RNA interaction inhibition (C. elegans). Q17339. inhibition, % at 5.96 µM. actives 0.44% (n = 320,000). AID 2280. purified GLD-1 + fluorescein TGE RNA, fluorescence polarization;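 active = percent inhibition above a per-plate cutoff, the plate mean of test compounds plus 3 SD, cut at about 30% in these data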;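 also: 0% = DMSO wells with GLD-1 and probe and 100% = wells lacking GLD-1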
BCLXL inh – Bcl-xL (human) inhibition; actives 0.7% (n = 320,000); inhibition, % at 10.9 µM; Q07817; GST-Bcl-xL / FITC-Bim BH3 peptide fluorescence polarization;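 active = inhibition above the mean of all tested compounds plus 3 SD, cutoff set per campaign, cut at about 30% in these data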;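 also: 0% = DMSO wells and 100% = unlabeled Bim-BH3 peptide competitor; inhibitors lower millipolarization by displacing the labeled peptide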
Target sequence (Q07817 whole entry, looked up): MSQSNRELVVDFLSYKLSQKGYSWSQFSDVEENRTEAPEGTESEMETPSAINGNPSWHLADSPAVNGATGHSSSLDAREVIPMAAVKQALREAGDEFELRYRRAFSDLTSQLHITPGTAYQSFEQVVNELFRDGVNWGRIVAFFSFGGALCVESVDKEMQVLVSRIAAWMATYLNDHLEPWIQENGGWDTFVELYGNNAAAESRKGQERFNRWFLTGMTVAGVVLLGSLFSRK
Fam108B inh – blocks mouse Fam108B hydrolase in RBBP9 counter-screen; recombinant Fam108B, FP-Rh probe fluorescence polarization; inhibition, % at 9.51 µM; actives 0.33% (n = 300,000); AID 1947;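 active = inhibition above the screen mean inhibition plus 3 SD, computed separately per campaign, cut at about 18% in these data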;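 also: inhibitors lower polarization as less probe binds the enzyme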
MEX-5 binding – C. elegans MEX-5 TCR-2 RNA binding activity. Q9XUB2. MEX-5/FITC-TCR2 RNA binding, fluorescence polarization; hits give low values. activity score (negative = inhibition of binding), % at 10 µM. actives 0.38% (n = 300,000);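 active = inhibition past about -25% in most replicates, and total fluorescence under double the plate's negative control median, limit read from the data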;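 also: 0% = DMSO and -100% = 5 µM competing unlabeled TCR2 RNA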
Target sequence (Q9XUB2 whole entry, looked up): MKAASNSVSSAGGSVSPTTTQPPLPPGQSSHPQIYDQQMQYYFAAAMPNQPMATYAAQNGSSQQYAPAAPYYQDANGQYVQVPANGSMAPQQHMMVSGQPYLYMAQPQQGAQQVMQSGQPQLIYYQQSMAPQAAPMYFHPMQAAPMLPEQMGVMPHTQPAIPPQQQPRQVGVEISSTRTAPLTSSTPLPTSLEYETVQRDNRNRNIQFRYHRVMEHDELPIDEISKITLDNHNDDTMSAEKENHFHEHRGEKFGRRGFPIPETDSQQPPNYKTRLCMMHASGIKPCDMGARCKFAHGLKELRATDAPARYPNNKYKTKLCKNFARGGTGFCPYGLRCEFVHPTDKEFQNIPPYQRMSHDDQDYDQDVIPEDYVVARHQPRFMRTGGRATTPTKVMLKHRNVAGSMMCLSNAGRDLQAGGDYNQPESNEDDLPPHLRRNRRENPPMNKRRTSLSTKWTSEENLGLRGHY
MCL1-BIM inh – disrupts human MCL1 binding to BIM-BH3 peptide. actives 0.68% (n = 320,000). inhibition, % at 10.9 µM. GST-MCL1 / FITC-Bim-BH3 fluorescence polarization. AID 2057;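 active = inhibition above the mean inhibition of all tested compounds plus 3 SD, set per campaign, cut at about 40% in these data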;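 also: 0% = DMSO wells and 100% = unlabeled Bim-BH3 peptide control; higher means more loss of mP so more displacement of Bim peptide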
Active calls of the source: *; / = not tested or not shown. Not all compounds are listed; rates above refer to the full screens.

SMILES	PAD4 FP inh	GSTO1 inh	PME-1 inh	TPT1 inh	GLD-1 RNA inh	BCLXL inh	Fam108B inh	MEX-5 binding	MCL1-BIM inh
Cc1ccc(C2CN=NC23CCc2ccccc2C3=O)cc1 (configuration not stated)	1	3	1	0	8	3	-2	0.1	-7
Cc1cccc(NC(=O)CC2Nc3cccc4cccc(c34)NC2=O)c1 (configuration not stated)	-1	24	10	-3	8	6	3	-3.1	4
CC(=O)Nc1cc(C(=O)OCC(=O)c2ccc(C)cc2)ccc1C	-4	6	-3	-1	0	1	4	1.8	4
CCOC(=O)c1ccc(NC(=O)C2CCN(S(=O)(=O)CC)CC2)cc1	3	7	4	-4	7	6	2	2.6	8
CCC(C)[C@H](NC(=O)N1CCN(C)CC1)C(=O)OC (some centres not stated)	4	-3	-3	0	5	3	0	/	4
COC(=O)C1(S(=O)(=O)C2(C(=O)OC)CCCC2)CCCC1	4	8	1	0	5	2	-3	0.9	6
CC(CCc1ccco1)NC(=O)CCc1nnc2ccc(NCc3ccccc3)nn12 (configuration not stated)	-3	0	-5	1	-1	5	-2	3.0	-4
Cc1cc(NC(=O)CSc2nc3ccccc3n2CC(C)C)no1	-2	0	3	1	0	5	-1	0.0	4
COCCCNC(=S)N1CCN(S(=O)(=O)c2ccc(OC)cc2)CC1	-5	-1	-2	-8	3	6	3	2.3	8
O=C(c1ccc2snnc2c1)N1CCSCC1	-5	-9	-7	4	-6	6	-1	0.5	7
CCCCOC(=O)c1sc2nc(N3CCOCC3)c3c(c2c1N)CC(C)(C)OC3	1	-7	-1	5	5	-1	-1	1.8	-2
COc1ccc(OC)c(-c2csc(NC(=O)Cc3ccccc3F)n2)c1	-2	0	1	5	-5	-2	-5	1.5	-10
O=C(COC(=O)[C@H](Cc1ccccc1)NC(=O)c1ccco1)NCc1ccccc1	-3	3	-1	-3	4	2	2	-2.7	2
CC[C@@H](C)C(NC(=O)OC(C)(C)C)c1cn([C@@H](Cc2cc3ccccc3[nH]2)C(=O)N2CCN(C(=O)OC(C)(C)C)CC2)nn1 (some centres not stated)	-4	2	4	1	-3	10	4	-2.3	9
CCCC(=O)Nc1cccc(C(=O)Nc2ccccc2OCC)c1	-5	-8	1	-4	2	3	1	0.6	6
CC(C)Cn1c(=O)c2ccccc2n2c(CCC(=O)NCC3CCCO3)nnc12 (configuration not stated)	5	3	-6	-2	-1	4	-1	-3.0	8
Cc1nnc(SCCC(C)C)[nH]c1=O	-6	-8	0	1	2	0	-3	0.4	1
Cc1ccccc1CN(C)C(=O)COC(=O)CSc1ccc([N+](=O)[O-])cc1	-3	-3	8	0	6	7	1	-0.6	13
Cc1cc(NC(=O)CN2CCC(n3nnc4cc(C(F)(F)F)ccc43)CC2)no1	-3	5	-1	1	3	0	-3	1.6	0
Cc1nc2sc(C(=O)O)c(N)c2c2c1COC(C)(C)C2	5	9	4	-4	10	11	1	0.9	15
COC(=O)C1=CN(c2ccc(F)cc2)C=C(C(=O)OC)C1c1cccc([N+](=O)[O-])c1	3	-2	-1	0	-6	1	9	-1.0	1
Cc1c(NC(=O)CSC2=C(C#N)C(c3ccccc3F)CC(=O)N2)c(=O)n(-c2ccccc2)n1C (configuration not stated)	1	4	4	-6	0	0	3	-1.8	4
Cc1ccc(-c2nnc(N3CCN(C(=O)CN4C(=O)c5ccccc5C4=O)CC3)c3ccccc23)cc1	2	4	3	-2	8	6	-3	1.2	4
CC(C)Cn1c(N)c(C(=O)CSc2nc3ccccc3c(=O)n2CCCN2CCOCC2)c(=O)n(C)c1=O	-3	0	-1	-2	0	2	3	1.4	-4
O=C(O)C1CCN(c2nc(-c3ccccc3)c3cc(Br)ccc3n2)CC1	-9	27	-9	4	-2	9	-12	-3.1	12

Full records from above.
Listed for O=C(O)C1CCN(c2nc(-c3ccccc3)c3cc(Br)ccc3n2)CC1 → PAD4 FP inh = -9; GSTO1 inh = 27; PME-1 inh = -9; TPT1 inh = 4; GLD-1 RNA inh = -2; BCLXL inh = 9; Fam108B inh = -12; MEX-5 binding = -3.1; MCL1-BIM inh = 12
Listed for Cc1nc2sc(C(=O)O)c(N)c2c2c1COC(C)(C)C2 → PAD4 FP inh = 5; GSTO1 inh = 9; PME-1 inh = 4; TPT1 inh = -4; GLD-1 RNA inh = 10; BCLXL inh = 11; Fam108B inh = 1; MEX-5 binding = 0.9; MCL1-BIM inh = 15

Following part:
SMILES	PAD4 FP inh	GSTO1 inh	PME-1 inh	TPT1 inh	GLD-1 RNA inh	BCLXL inh	Fam108B inh	MEX-5 binding	MCL1-BIM inh
Cc1c(NC(=O)COC(=O)CSc2ccc([N+](=O)[O-])cc2)c(=O)n(-c2ccccc2)n1C	1	/	-1	/	3	2	/	/	6
COc1cc2[nH]c(Cl)c([N+](=O)[O-])c2cc1OC	-13	20	-5	-1	6	26	3	-3.3	9
O=C(O)C1C2C=CC(C2)C1C(=O)NCc1ccccn1 (configuration not stated)	-2	6	5	-6	2	5	5	-2.4	5
O=S(=O)(NCC(c1cccs1)N1CCc2ccccc2C1)c1ccccc1 (configuration not stated)	-4	12	-1	-2	5	7	-3	0.3	0
CC(=O)c1c(O)c(C)c(-c2ccccc2)n(-c2ccccc2)c1=O	-1	2	4	2	7	2	2	-0.8	-6
COc1ccc(NC(=O)CN2C(=O)C(C)Oc3ccc(C)cc32)cc1 (configuration not stated)	-2	4	3	-1	1	2	-1	1.4	16
Cc1ccc(C)c(NC(=S)NNC(=O)c2sccc2C)c1	-1	1	4	-1	4	1	4	/	9
COC(=O)/C=C1\SC(N)=NC1=O	5	7	-6	-3	2	4	2	-2.2	6
CCN(C(=O)c1cccs1)c1nnc(-c2ccncc2)s1	-1	-3	5	-1	4	3	-1	0.3	0
O=C(O)CCC(=O)NNC(=O)CCCOc1ccc(Cl)cc1Cl	0	0	-2	2	0	0	-3	-1.3	-1
COC(=O)CSc1nc2c(c(=O)n(C)c(=O)n2C)n1CCC(C)C	-2	5	-2	5	-3	4	1	-1.1	4
O=C(Nc1ccc(Cl)cc1)NC1(C(=O)NCCCN2CCOCC2)CCCCC1	0	2	5	-4	-2	6	4	1.3	10
CN(CC(=O)Nc1ccccc1C(=O)N1CCCC1)S(=O)(=O)c1ccc(Cl)cc1	-3	-3	-2	-3	3	0	-1	-1.8	4
S=C(c1ccc(-c2ccccc2)o1)N1CCCCC1	-2	-10	11	4	5	6	2	0.8	-4
Cc1ccc(Cn2c(=O)c3c(ncn3C)n(C)c2=O)cc1	-3	2	2	-3	4	10	-2	-1.4	3
O=C(NCC1CCCO1)c1ccc(COc2ccc(F)cc2)o1 (configuration not stated)	1	7	3	0	-2	7	2	-0.5	9
CCCCN(C)C(=O)C1CCC(CNS(=O)(=O)c2ccc3c(c2)CC(C)N3C(=O)C2CC2)CC1 (configuration not stated)	-4	18	7	-1	1	3	2	1.8	-1
CC(C(=O)O)n1cnc2sc3c(c2c1=O)CCCC3 (configuration not stated)	-3	-1	1	-5	1	4	-2	1.4	8
CCOC(=O)C1=C(C)Nc2nc(C)nn2C1c1ccc(OCC)c(OC)c1 (configuration not stated)	1	-2	3	0	-15	1	-2	-0.5	-3
O=C(c1cc(COc2c(F)cccc2F)on1)N1CCC(c2ccccc2Cl)C1 (configuration not stated)	1	3	5	0	8	10	-1	1.7	10
CCCOc1ccc(/C=N/Nc2ccccn2)cc1OC	2	-8	5	1	4	-5	2	-0.3	-1
COc1ccc(Cl)cc1S(=O)(=O)N1CCC(C(=O)NCC2CCCO2)CC1 (configuration not stated)	3	2	7	-1	-3	4	2	-3.9	3
COc1ccc(S(=O)(=O)N(CC(=O)N/N=C/c2cccs2)c2ccc(C)cc2)cc1OC	-8	-9	-8	3	3	-1	0	1.0	-1
OCCCc1nc2n(n1)C(c1ccccc1)C=C(c1ccc(F)cc1)N2 (configuration not stated)	-1	0	-5	12	6	10	2	-1.0	7
COc1ccc(OC)c(C2=Nn3c(nnc3-c3cccc(OC(C)C)c3)SC2)c1	-3	-5	3	1	-5	2	4	-2.6	-6
The listing continues:
SMILES	PAD4 FP inh	GSTO1 inh	PME-1 inh	TPT1 inh	GLD-1 RNA inh	BCLXL inh	Fam108B inh	MEX-5 binding	MCL1-BIM inh
O=C(O)c1cccc(S(=O)(=O)N2CCC(Cc3ccccc3)CC2)c1	5	3	1	-5	2	2	-2	-1.8	6
Cn1c(=O)c2c(nc(Oc3ccc4ccccc4c3)n2C)n(C)c1=O	-6	-6	-1	1	-3	-3	1	0.2	5
COCCC(=O)Nc1ccc2c(c1)CN(C(=O)c1ccc(CSC)o1)CC2	-6	7	-5	2	6	3	-2	0.7	11
Cc1ccc(C(=O)NC(=O)CSc2nnc(C)s2)cc1	-1	5	2	1	4	1	2	-1.3	5
CC(=O)C1=C(C)NC(SCC(N)=O)=C(C#N)C1C (configuration not stated)	5	10	-10	-3	4	10	3	-0.8	10
Cc1ccc(NC(=O)c2cc(=O)n(Cc3ccccc3)c(=O)[nH]2)cc1C	1	-16	-4	5	1	3	5	2.0	4
COC(=O)c1[nH]c2ccc(C)cc2c1NS(=O)(=O)c1ccc(F)cc1	1	1	-2	1	-3	2	0	0.1	-3
COc1cc(/C=C2\C(=O)NN(c3ccc(C)cc3)C2=O)cc([N+](=O)[O-])c1O	-6	5	-5	-4	-4	10	4	-15	9
CN1CCC(=NNC(=O)CN(c2ccc(Oc3ccccc3)cc2)S(C)(=O)=O)CC1	0	5	-3	0	6	2	4	-0.4	2
CCCCCCCNC(=O)C1(CC2CC(c3cccc(Br)c3)=NO2)CCN(C(=O)c2ccccc2)CC1 (configuration not stated)	2	-2	-4	0	4	9	-4	1.3	6
O=C(NC1CCC(O)CC1)c1cc(-c2ccco2)nc2ccccc12 (configuration not stated)	-6	19	-6	-3	13	15	4	2.6	39
O=C(CCNC(=O)c1ccco1)NCCN1C(=O)S/C(=C\c2ccc(F)cc2)C1=O	9	/	0	/	6	4	/	/	4
CCc1nnc(NS(=O)(=O)c2ccc(NC(=O)c3ccco3)cc2)s1	0	5	-2	2	-2	3	-5	4.5	1
Cc1ccc(C2(CCNCc3ccc(N(C)C)cc3)CCOC(C(C)C)C2)cc1 (configuration not stated)	1	0	8	1	4	-3	-3	0.2	-2
CCCN(CCC)C(=O)CC(c1ccccc1)C1CCOC(C)(C)C1 (configuration not stated)	-1	-2	3	-1	5	3	-3	2.4	4
CCCCN(CCCC)CC(O)Cn1c2ccccc2c(=O)c2ccccc21 (configuration not stated)	-3	7	1	1	2	1	0	0.0	4
COc1ccc(NC(=O)c2cccn(CC=C(C)C)c2=O)cc1	-2	0	-8	-3	-5	2	-4	1.4	1
COCCNC(=S)N/N=C(\C)c1ccccc1F	-2	5	-6	-2	6	3	4	-5.7	7
CS(=O)(=O)N1CCN(C(=O)Cc2ccccc2Cl)CC1	2	-1	7	-8	3	5	-4	2.6	3
Cc1nn(-c2ccccn2)c2c1-c1nc(N3CCOCC3)ncc1CC2	0	-2	1	-3	5	6	1	2.1	6
Cc1cccc(NC(=O)Nc2nnc(-c3ccccc3)o2)c1	-2	3	3	-2	1	6	-4	-1.3	13
Cc1c(CC(=O)NCC(C)C)c(=O)oc2cc3c(cc12)CCC(C)(C)O3	2	-2	5	1	-1	1	1	-0.1	0
O=C(CN1CCC(O)(c2ccc3c(c2)OCO3)CC1)N1CCOCC1	-1	-3	0	1	1	4	-3	-4.1	0
Cc1ccc(C2CC(c3cccc(Br)c3)n3nc(N)nc3N2)cc1 (configuration not stated)	0	2	3	0	-4	7	1	0.1	4
COc1ccc(NC(=S)NC(NC(=O)/C=C/c2ccccc2)C(Cl)(Cl)Cl)cc1 (configuration not stated)	-3	-8	-28	-2	2	1	-14	0.2	12
